Screens deposited in PubChem by Sanford-Burnham Center for Chemical Genomics.
CXCR6 block: CXCR6 receptor inhibitors, primary screen, cell-based, beta-arrestin, luminescence, CHO-K1 PathHunter, 1536-well; inhibition, % at 20 µM; C-X-C chemokine receptor type 6 (Homo sapiens), O00574; actives 0.36% (n = 360,000); AID 602244, 2012; in the data active means inhibition above about 34%, passing the limit was not always enough;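 further: antagonist mode with CXCL16 agonist at 10 nM final; 0% = 10 nM CXCL16 with DMSO and 100% = unstimulated wells without agonist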
APJ agonist: agonists of human apelin receptor APJ, primary screen, CHO-K1 cells, PathHunter beta-arrestin, luminescence; actives 0.11% (n = 330,000); 0% DMSO wells, 100% apelin; AID 2520, 2010; activation, % at 20 µM; P35414;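 active means activation more than six SD over the plate average, tested at 20 µM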;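 further: 0% = DMSO alone and 100% = apelin-13 at 10 nM; some results filed as inactive read as strong as hits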
Target sequence (P35414 whole entry, looked up): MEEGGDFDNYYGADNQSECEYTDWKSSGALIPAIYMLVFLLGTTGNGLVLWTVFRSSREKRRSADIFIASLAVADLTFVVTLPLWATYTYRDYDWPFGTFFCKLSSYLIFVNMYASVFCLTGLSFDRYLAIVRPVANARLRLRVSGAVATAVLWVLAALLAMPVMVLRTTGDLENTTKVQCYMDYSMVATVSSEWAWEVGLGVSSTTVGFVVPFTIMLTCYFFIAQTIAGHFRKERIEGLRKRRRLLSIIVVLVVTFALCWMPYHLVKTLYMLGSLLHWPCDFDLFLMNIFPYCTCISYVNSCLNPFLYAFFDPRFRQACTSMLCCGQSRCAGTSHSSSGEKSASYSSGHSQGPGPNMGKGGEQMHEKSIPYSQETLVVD
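Assay system: engineered CHO-K1 APJ arrestin reporter cells; Amount: 1000 CHO-K1 reporter cells seeded per well; Dosing: one dose, 20 µM compound, 1% DMSO; Times: compound stimulation 90 min at 25 °C, detection 60 min; Measured by: luminescent beta-gal fragment complementation, chemiluminescent substrate; Read-out: APJ–arrestin association signal; Controls: DMSO vs Apelin-13 10 nM.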
CCR6 antagonist: CCR6 receptor antagonists, primary screen, cell-based, CHO-K1, luminescence, beta-arrestin, uHTS. C-C chemokine receptor type 6 (Homo sapiens), P51684. CHO-K1 CCR6 PathHunter beta-arrestin, CCL20-stimulated. inhibition, % at 20 µM. actives 0.49% (n = 340,000);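 active means compounds whose inhibition of the agonist-driven luminescence signal at 20 µM reaches about 50%, limit read from the data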;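 further: cells stimulated with CCL20 at 14 nM final; plate controls were DMSO with CCL20 for no effect and DMSO without agonist for full effect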
EBI2 block: EBI2 receptor antagonists, beta-arrestin recruitment, primary screen, cell-based, luminescence, 7a,25-OHC stimulation, uHTS | 7a,25-OHC stimulated | inhibition, % at 5 µM | actives 0.81% (n = 360,000) | AID 651636, 2012; in the data active means inhibition above about 38%;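 further: enzyme fragment complementation signal reports receptor beta-arrestin coupling in cells; 0% = agonist plus DMSO wells and 100% = wells without agonist; some results beyond the cut were filed as inactive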
Gli-Sufu block: Gli-Sufu pathway antagonists, primary screen, luciferase luminescence, Sufu-KO-LIGHT cells, uHTS; Sufu-KO-LIGHT fibroblasts, Gli luciferase reporter luminescence; inhibition, % at 5 µM; actives 0.74% (n = 340,000); AID 588413, 2011;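 active means inhibition above about 55%, limit read from the data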;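 further: 0% = DMSO-treated cells and 100% = wells with medium but no cells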
APJ antagonist: antagonists of human apelin receptor APJ, primary screen, CHO-K1 cells, beta-arrestin complementation, luminescence; P35414; inhibition, % at 20 µM; actives 0.32% (n = 330,000); AID 2521, 2010;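 active means inhibition above about 40% at 20 µM, limit read from the data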;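 further: cells challenged with 10 nM apelin-13 agonist together with compound; plate controls were apelin-13 plus DMSO wells for no effect and DMSO wells lacking apelin-13 for full effect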
ATG4B inhibitor: ATG4B protease inhibitors, primary screen, biochemical, fluorescence, uHTS. Cysteine protease ATG4B (Homo sapiens), Q9Y4P1. ATG4B cleavage of LC3-PLA2, NBD-HPC fluorescence, 1 h. inhibition, % at 8.33 µM. actives 0.51% (n = 340,000). AID 504462, 2011; in the data active means inhibition above about 40%
Target sequence (Q9Y4P1 whole entry, looked up): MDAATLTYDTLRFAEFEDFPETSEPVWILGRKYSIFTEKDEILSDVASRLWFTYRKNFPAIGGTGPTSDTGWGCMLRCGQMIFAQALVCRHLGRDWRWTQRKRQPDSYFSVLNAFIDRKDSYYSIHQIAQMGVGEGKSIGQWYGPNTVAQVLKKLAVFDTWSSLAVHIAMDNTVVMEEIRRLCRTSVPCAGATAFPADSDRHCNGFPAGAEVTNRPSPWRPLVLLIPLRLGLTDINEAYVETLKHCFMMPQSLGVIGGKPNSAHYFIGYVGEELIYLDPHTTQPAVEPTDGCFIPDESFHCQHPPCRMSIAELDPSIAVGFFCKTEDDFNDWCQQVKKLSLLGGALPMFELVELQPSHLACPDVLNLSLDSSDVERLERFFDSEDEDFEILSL
UBC13 inh: UBC13 polyubiquitin chain formation inhibitors, primary screen, biochemical, TR-FRET, uHTS | AID 485273, 2010 | Ubiquitin-conjugating enzyme E2 N (Homo sapiens), P61088 | actives 0.47% (n = 330,000) | inhibition, % at 20 µM; in the data active means inhibition above about 45%, passing the limit was not always enough
Target sequence (P61088 whole entry, looked up): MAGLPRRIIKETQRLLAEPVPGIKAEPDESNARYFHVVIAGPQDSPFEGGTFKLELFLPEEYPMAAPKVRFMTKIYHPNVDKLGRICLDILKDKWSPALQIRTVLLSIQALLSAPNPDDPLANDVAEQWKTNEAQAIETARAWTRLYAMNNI
Starred values were filed as active, the others as inactive; . = no result given; & = joins results of further samples. Rows were taken by chance. Share with any hit: about 3%.

Start of the listing, in advance:
SMILES | CXCR6 block | APJ agonist | CCR6 antagonist | EBI2 block | Gli-Sufu block | APJ antagonist | ATG4B inhibitor | UBC13 inh
Cc1cn([C@@H](CCCCNC(=O)OC(C)(C)C)C(=O)NCCCCCCCCCCC(=O)N2CCN(C(=O)OC(C)(C)C)CC2)nn1 | -17.5 | 15.0 | -9.1 | -1.7 | 60.5* | -33.1 | -22.8 | 14.4
N#CCCN1CCN(CCC#N)C1=S | -1.4 | . | -3.1 | -8.7 | 1.7 | . | -8.4 | .

The whole of this part, from the start:
SMILES | CXCR6 block | APJ agonist | CCR6 antagonist | EBI2 block | Gli-Sufu block | APJ antagonist | ATG4B inhibitor | UBC13 inh
Cc1cn([C@@H](CCCCNC(=O)OC(C)(C)C)C(=O)NCCCCCCCCCCC(=O)N2CCN(C(=O)OC(C)(C)C)CC2)nn1 | -17.5 | 15.0 | -9.1 | -1.7 | 60.5* | -33.1 | -22.8 | 14.4
N#CCCN1CCN(CCC#N)C1=S | -1.4 | . | -3.1 | -8.7 | 1.7 | . | -8.4 | .
COc1ccc(CCNC(=O)CN2C(=O)c3ccccc3C2=O)cc1 | -2.4 | -2.1 | 9.2 | 6.6 | -0.1 | -0.8 | -4.5 | 9.0
Cc1nc2nc[nH]n2c(=O)c1NC(=O)c1cccc(OCC(C)C)c1 | 4.0 | -2.4 | -24.3 | 4.6 | -7.9 | 18.0 | -2.7 | 4.3
Cc1nn(-c2c(Cl)cc(Cl)cc2Cl)c(=O)c2ccccc12 | -4.3 | -0.3 | 8.2 | 8.3 | 1.3 | 9.1 | 7.1 | 6.5
Cc1ccc(S(=O)(=O)NN=C2CC3CCC2(C)C3(C)C)cc1 (stereo not drawn) | 1.5 | . | 9.9 | 1.8 | 7.9 | . | -6.3 | .
CC(C)[C@H](NC(=O)c1ccccc1)C(=O)OCC(=O)N1CC(=O)Nc2ccccc21 | 1.0 | -0.5 | 6.8 | -4.1 | -13.7 | 4.2 | 1.1 | 3.1
O=C(NCc1ccc(F)cc1)c1c2c(nc3ccccc13)CCN(Cc1ccccc1)C2 | 1.8 | -2.1 | 18.5 | 23.9 | 15.1 | 12.5 | -6.7 | -1.0
Cc1ccc(NC(=O)C2=CCN(S(=O)(=O)c3ccc(F)cc3)CC2)c(C)c1 | 2.8 | 1.4 | 1.1 | 1.4 | 4.0 | 1.9 | -8.9 | -2.0
O=C1c2ccsc2SCCN1Cc1ccc(Cl)cc1 | 11.3 | -6.2 | 25.1 | 2.6 | -6.5 | 11.1 | 20.3 | 9.5
Cc1ccc(NC(=O)[C@@]2(CC(=O)O)CC(/C=C/c3ccccc3)=NO2)c(C)c1 | -0.5 | -2.9 | 4.0 | 5.9 | -0.7 | 12.6 | -3.8 | 2.4
COc1ccc(-c2cnc(N)nc2-c2ccc(OC)cc2O)cc1 | -5.7 | -0.3 | 2.5 | 81.2* | -14.8 | -9.4 | -10.5 | -9.4
Cc1ccc(-c2cc(C(=O)NN=C3CCCC3)c3ccccc3n2)cc1 | 3.4 | 1.1 | 8.3 | -3.3 | -3.7 | -5.3 | -5.1 | -5.8
CCn1ccnc1CN(C)C(=O)CC1C(=O)NCCN1Cc1c(F)cccc1Cl (stereo not drawn) | 0.1 | -1.4 | 1.9 | -10.9 | 1.6 | -0.6 | 15.2 | 5.2
CS(=O)(=O)N(CC(=O)N1CCN(c2ccccc2)CC1)C1CCCCC1 | -1.0 | 3.3 | -12.3 | -8.3 | 1.3 | 12.3 | -15.3 | -6.3

Some values from above:
`N#CCCN1CCN(CCC#N)C1=S` in CCR6 antagonist is entered as -3.1
`CS(=O)(=O)N(CC(=O)N1CCN(c2ccccc2)CC1)C1CCCCC1` in APJ antagonist is entered as 12.3

Continued:
SMILES | CXCR6 block | APJ agonist | CCR6 antagonist | EBI2 block | Gli-Sufu block | APJ antagonist | ATG4B inhibitor | UBC13 inh
CN(C)c1ccc(/C=C(\C#N)C(=O)Nc2nc3c(s2)CCN(Cc2ccccc2)C3)cc1 | 25.1 | 2.6 | 9.2 | 12.1 | -17.5 | 29.7 | 2.5 | -216.7
COc1ccccc1OCCSc1nc2ccccc2n1CCO | 9.8 | -1.1 | -1.7 | 5.5 | 4.1 | -13.1 | -0.1 | 2.7
COc1ccc(CCc2nc(C)ccc2O)cc1 | -3.5&-5.5 | -2.6&-1.7 | -1.3&-4.8 | -5.5&1.2 | -2.2&11.4 | 14.6&17.3 | 1.1&-10.8 | 7.5&1.8
COC(=O)CCCC1=CC2=CC(=O)C(C)(OC(=O)CCc3ccccc3)C(=O)C2=CO1 (stereo not drawn) | -14.2 | 3.7 | 10.1 | -14.6 | -2.0 | -26.9 | 24.3 | -57.9
CCCC(C)NC(=O)C1CCN(C(=O)C2CC(=O)N(c3ccc(C)cc3)C2)CC1 (stereo not drawn) | -1.0 | -2.5 | -0.3 | 1.7 | 22.0 | -8.2 | 5.5 | 6.1
O=C(NCCCc1ccccc1)c1ccc(F)cc1 | 2.8 | -3.3 | 10.9 | -1.1 | -23.2 | -7.6 | 0.1 | 4.0
Cc1ccc(Oc2cc(-n3nc(C)cc3C)ncn2)cc1 | -7.5 | -3.0 | 10.0 | 24.9 | -30.1 | -2.9 | 0.6 | 4.5
Cc1ccccc1-c1nc(CN2CCC(C(=O)O)CC2)c(C)o1 | -2.0 | -0.3 | -2.8 | -9.9 | 3.5 | 4.4 | -2.0 | 0.1
CC(C)C(=O)Nc1ccc(C(=O)NC2CCSC2=O)cc1 (stereo not drawn) | -0.2 | -1.3 | 18.4 | 4.6 | -3.9 | 18.9 | 0.1 | 2.4
O=S(=O)(NC1CC1)c1ccc(S(=O)(=O)N2CCCC(c3nc(-c4cccnc4)no3)C2)cc1 (stereo not drawn) | -1.0 | -1.0 | 6.1 | 3.7 | 14.5 | 3.2 | 2.6 | 37.8
O=C(CN1CCN(Cc2ccccc2)CC1)c1ccc(Br)cc1 | 19.1 | . | 43.4 | 8.7 | 42.0 | . | -2.7 | .
Cn1cc(Br)c(C(=O)Nc2c(F)c(F)c(F)c(F)c2F)n1 | -3.4 | -1.4 | 0.9 | -10.8 | -4.4 | -2.5 | 0.6 | -8.2
Cc1nn(C(C)c2n[nH]c(=S)n2-c2cccc(Cl)c2)c(C)c1[N+](=O)[O-] (stereo not drawn) | 1.0 | -1.0 | 22.8 | 14.8 | -1.7 | 14.0 | -7.0 | -2.7
O=C(NNC(=S)Nc1ccc(F)c(Cl)c1)c1ccccc1Br | 11.0 | -5.4 | 17.9 | -2.9 | -29.2 | 15.3 | 3.5 | -10.8
Cc1cc2c(cc1S(=O)(=O)NCCc1ccccc1)NC(=O)CO2 | -0.7 | 10.2 | -1.0 | 3.8 | -6.0 | -4.9 | -2.4 | -6.2
O=C(O)c1c(C(=O)O)c(-c2ccc(Br)cc2)n2c1CSC2 | -6.1 | -1.6 | -14.9 | -3.2 | 3.9 | 7.6 | -1.1 | -2.1
Cc1ccc(S(=O)(=O)NCCC(=O)NCC(c2cccs2)N2CCOCC2)cc1 (stereo not drawn) | 1.4 | -2.0 | 0.5 | -5.1 | -26.9 | 14.7 | 1.7 | -3.8
NS(=O)(=O)c1ccc(NS(=O)(=O)c2ccc(NC(=O)C3CC3)cc2)cc1 | -5.5 | 0.2 | 10.6 | -2.1 | -4.2 | 0.3 | 3.2 | -4.5
CCCN1C(=O)C2(OCCO2)c2cc(Cl)ccc21 | -2.8 | -1.2 | 16.2 | -2.9 | 2.4 | -2.5 | -0.8 | 9.5
COC(=O)c1nn(-c2ccc(-c3ccccc3)cc2)cc1O | 7.6 | -1.9 | 12.7 | 0.7 | 9.9 | -5.9 | -13.5 | 10.8
COc1ccc(OCc2nnc(SCC(=O)N3C(C)CCCC3C)o2)cc1 (stereo not drawn) | -4.6 | -3.6 | 20.7 | 46.1* | -9.9 | 2.7 | -2.1 | -3.3
COc1ccccc1-c1nnc(NC(=O)c2ccc3ncsc3c2)o1 | 0.9 | -2.0 | 18.1 | -13.7 | -58.3 | 6.6 | -11.6 | 9.1
COCCCNC(=S)Nc1ccccc1C | -2.8 | -2.2 | -22.5 | -0.2 | -6.9 | 10.8 | -13.9 | -0.8
CCOC(=O)c1ccc(S(=O)(=O)N2CCC(C(=O)N3CCN(c4ccccc4OC)CC3)CC2)cc1 | 0.2 | . | 1.4 | 8.4 | 2.2 | . | -13.1 | .
CCOC(=O)Cc1csc(NC(=O)CSc2cc(Cl)ccc2Cl)n1 | -8.5 | -3.3 | -3.8 | -1.3 | -1.0 | 3.3 | 3.1 | 2.8
CC(=O)N/C(=C\c1cccc([N+](=O)[O-])c1)C(=O)NC1CCCCC1 | 1.5 | 1.4 | -2.9 | -5.5 | 15.2 | 8.6 | -10.4 | -7.1
Cc1ccc(OCC(=O)NC2CCCC(C)C2C)c([N+](=O)[O-])n1 (stereo not drawn) | -1.4 | -2.9 | 2.8 | -0.1 | -5.0 | 1.3 | -63.2 | -5.9
CCCCn1nc(C(=O)N(CC(C)C)c2c(N)n(CCCC)c(=O)[nH]c2=O)c2ccccc2c1=O | -6.7 | 4.3 | -1.7 | -0.9 | -4.0 | 28.3 | -5.0 | 0.3
CCOC(=O)C1C(=O)NC(SCC(=O)OC)=C(C#N)C1c1ccccc1OCC (stereo not drawn) | 2.2 | -4.4 | -4.0 | -10.7 | 4.9 | -5.1 | 1.2 | -10.9
CCN(CC(=O)Nc1ccc(NC(C)=O)cc1)C(=O)CSCc1c(C)noc1C | -2.7 | -3.6 | 6.3 | -3.8 | -0.7 | 14.4 | -7.3 | 1.6
O=C(O)c1ccc(-c2nnn(Cc3ccccc3F)n2)cc1 | -0.6 | -2.8 | -1.6 | 2.1 | 4.0 | -2.9 | -0.4 | 0.8
NC1=NC[C@H](Cc2ccccc2)N1CCc1cc(C(F)(F)F)cc(C(F)(F)F)c1 | -1.5 | -4.1 | 5.1 | 6.8 | 23.9 | 16.4 | 4.9 | 80.1*
CCC(=O)Nc1sc(C(=O)OC)c(C)c1C(=O)OC | 2.0 | -5.9 | 11.8 | 0.3 | -4.1 | 4.1 | -5.3 | 1.3
O=C(Nc1ccc(N2CCOCC2)cc1)c1cccnc1 | -7.7 | -3.3 | -4.3 | 1.3 | -12.6 | -10.4 | -2.8 | -4.0
C[C@@H](C(=O)N1CCNCC1)n1cc(CCCN=C(N)N)nn1 | -4.7 | 4.0 | 4.9 | 2.3 | -2.8 | 6.4 | 5.8 | 3.1
COCCn1nnnc1C(c1ccc(Cl)cc1)N1CCSCC1 (stereo not drawn) | 7.2 | 2.9 | 9.2 | -1.9 | -0.9 | 9.8 | 10.7 | 3.0
Cc1nc2ccc(NC(=O)c3ccc(N4C(=O)CCC4=O)cc3)cc2s1 | 2.7 | -1.5 | 3.2 | -1.8 | -9.0 | 7.0 | -0.2 | -9.3
O=C(O)CN(c1ccc2c(c1)OCCO2)S(=O)(=O)c1ccccc1 | 7.3 | -5.9 | -4.1 | -14.2 | -0.6 | -21.4 | -5.7 | -9.7
O=C(c1cc2cc(Cl)ccc2o1)N1CCCCCC1 | 0.2 | 1.5 | 9.1 | 46.9* | -51.5 | 9.5 | 13.4 | -0.5
COc1ccc(CCN2C(=NC(=O)CC(C)C)SC3CS(=O)(=O)CC32)cc1OC (stereo not drawn) | 6.5 | -2.4 | -7.6 | -10.8 | 0.1 | 11.0 | -4.2 | -5.5
